# Source: PubChem BioAssay
# TGFb inhibitor = qHTS for Inhibitors of TGF-b. HepG2 CAGA-GFP TGF-b/SMAD3 reporter, GFP fluorescence, 18 h; TGF-beta stimulated, 500 pg/mL final. Potency, µM (top dose mostly 46.1 µM), without a hit: top-dose activity, negative = inhibition, actives largely listed as inhibitors. 410,000 tested, 1.2% active; also: potency is read from the fitted curve at half-maximal effect; % is scaled to controls: 0 for no effect and ±100 for the full control effect; nearly all actives have a fitted effect of over 65% in size
#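 Smad-responsive CAGA-GFP expression was quantified in HEPG2 cells exposed to compounds and 500 pg/mL final TGF-beta for 18 h at 37 degrees C; unstimulated wells defined full inhibition.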
# HepG2 viability = qHTS for Inhibitors of TGF-b: Cytotox Counterscreen; HepG2 CAGA-GFP viability, ATP luminescence, 18 h; Potency, µM (doses to about 46.1 µM), without a hit: at the top dose activity change, negative = cytotoxicity, usual class: cytotoxic; 410,000 tested, 0.76% active; AID 588856, 2011; also: potency is read from the fitted curve at half-maximal effect; some results filed as inactive show a strong effect at the top dose
#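 CellTiter-Glo luminescence gave cytotoxicity after 18 hours at 37 degrees C. The cells were HepG2 CAGA-GFP in 1% FBS DMEM, stimulated with 500 pg/mL TGF-beta after compound addition. %Activity was normalised to no-cell wells (complete cell-killing) and DMSO (no toxicity), and curves were fitted and classified.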
# Mm-Cpn inhibitor = Inhibitors of TCP-1 ring complex (TRiC) of Methanococcus maripaludis (MmCpn): qHTS; Potency, µM (titrated, usually from 76.9 µM), without a hit: top-dose activity, negative = inhibition, actives largely listed as inhibitors; purified Mm-Cpn ATPase, ADP Transcreener TR-FRET; 330,000 tested, 0.031% active; also: potency is read from the fitted curve at half-maximal effect; % is scaled to controls: 0 for no effect and ±100 for the full control effect; nearly all actives have a fitted effect of over 80% in size
#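 Quantitative HTS used 25 nM Mm-CPN and 10 uM ATP in magnesium/KCl Tris buffer, pH 7.4, with 1 mM DTT. Hydrolysis ran 30 min at 37°C; ADP was read by HTRF.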
# pAkt inh = HTS Assay for Inhibitors of Akt Phophorylation: Primary Screen. activity change, % for hits at 50 µM. Neuro2A IGF-stimulated pAkt S473 HTRF, 20 min; hits give low values. 360,000 tested, 0.32% active; in the data active = activity change below about -80%; inconclusive = mostly about -51% to -80%; also: % is scaled to controls: 0 for no effect and ±100 for the full control effect
#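 Neuro2A cells (4,500/well, DMEM with 0.5% FBS) were treated with compound at a single 50 µM final concentration, stimulated with 6 nM IGF for 20 min at 37 °C, and lysed. Phospho-Akt Ser473 was read by HTRF as 665/615 ratio ×10^4.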
# Nrf2 ARE act = qHTS of Nrf2 Activators; AREc32 ARE-luciferase reporter (MCF7-derived line), luminescence, 24 h; Potency, µM (highest dose often 46.1 µM), for inactives: at the highest dose activation, most hits filed as activators; 410,000 tested, 0.31% active; AID 624171, 2012; also: potency is read from the fitted curve at half-maximal effect; % of control where 0% means no effect; nearly all actives have a fitted effect of over 65% in size
#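 Luciferase luminescence (Steady-Glo, 30 min at room temperature) served as the read-out of ARE activation in AREc32 cells treated with compounds for 24 hr at 37 deg C.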
# CCT chaperon mod = High-Throughput Screening for Modulators of Cytosolic Chaperonin Activity | 360,000 tested, 0.3% active | activity change, % (concentration not given with the values), hits read low | purified chaperonin ATPase assay, HTRF ADP detection, 30 min; in the data active = activity change below about -30%; also: % is scaled to controls: 0 for no effect and ±100 for the full control effect
#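 TRiC at 40 or 20 nM final (batch-dependent) in 30 mM Tris pH 7.4, 100 mM KCl, 5 mM MgCl2, 1 mM DTT, with compound at single 76 uM and 10 uM ATP, 30 min at 37 deg C. ADP detected by HTRF Transcreener, 665/615 ratio.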
# Abeta rescue = qHTS for compounds that reverse cellular toxicity of Amyloid beta (A-beta) peptide in yeast: Primary Screen; 410,000 tested, 0.063% active; AID 1347071, 2019; Potency, µM (series often up to 46.1 µM), inactives show at the highest dose growth rescue, actives largely listed as activators; yeast expressing A-beta42, growth rescue, OD600, 48 h; response scale: 0% DMSO, 100% iron-clioquinol control; also: potency is read from the fitted curve at half-maximal effect; nearly all actives have a fitted effect of over 55% in size
#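 Yeast growth medium received pinned compounds, then yeast cells expressing toxic A-beta were added; plates incubated at 30 C for 48 hr. Growth read as absorbance at 600 nm, normalized to DMSO and equimolar FeCl3 plus clioquinol controls.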
# Nrf2 block = Nrf2 qHTS screen for inhibitors | 360,000 tested, 2.1% active | Potency, µM (titrated, usually from 46 µM), for inactives: at the top dose activity change, negative = inhibition, most hits filed as inhibitors | A549 ARE-Fluc reporter, luciferase luminescence, 18-24 h; also: potency is read from the fitted curve at half-maximal effect; % is scaled to controls: 0 for no effect and ±100 for the full control effect; nearly all actives have a fitted effect of over 60% in size
#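 Reporter: ARE-Fluc in A549. Exposure: 18-24 h, 37 °C, 5% CO2, 5% FBS OPTI-MEM. Readouts: fluorescent cytotoxicity (CellTiter-Fluor), then luminescent Nrf2 signal after BugLite.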
# A549 viability = Nrf2 qHTS screen for inhibitors: counterscreen for cytotoxicity. A549 ARE-Fluc cells, CellTiter-Fluor viability, 18-24 h. 390,000 tested, 0.16% active. Potency, µM (titrated, usually from 46 µM), without a hit: at the top dose activity change, negative = cytotoxicity, most hits filed as inhibitors; also: potency is read from the fitted curve at half-maximal effect; % is scaled to controls: 0 for no effect and ±100 for the full control effect
#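 Cytotoxicity counterscreen: CellTiter-Fluor fluorescence was measured in A549 ARE_Fluc cells after 18-24 h of compound exposure in a concentration series. The subsequent BugLite luminescent read reports ARE-luciferase activity.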
# Active calls of the source: *; i = inactive; ? = inconclusive; · = no result given; [ ] = remark or other dose. Unless noted, calls follow the shape of the dose curve; as a rule, active = well fitted curve in the direction sought with a large enough effect; inconclusive = small, poorly fitted or top-dose-only effect, or another doubt; inactive = no such curve, though single readings can be large; an effect the other way counts as inactive or inconclusive.
SMILES,TGFb inhibitor,HepG2 viability,Mm-Cpn inhibitor,pAkt inh,Nrf2 ARE act,CCT chaperon mod,Abeta rescue,Nrf2 block,A549 viability
CC(C)Oc1ccc(C(=O)Nc2c(C(=O)Nc3cccc(F)c3)oc3ccccc23)cc1,-30%,4%,·,·,-0.2%,·,-2%,2%,0%
COc1cc(CC(=O)OCC(=O)NC2CCCCCC2)cc(OC)c1OC,11%,6%,0%,i,-0.2%,2.0,13%,1%,-5%
CS(=O)(=O)Nc1ccc(C2=NN(S(=O)(=O)c3ccccc3)C(c3cccs3)C2)cc1 (stereo not given),?,-54%,1%,i,-0.4%,1.2,0%,?,-26%
CC1CCN(c2ccc(C(=O)OCC(=O)NCCN3C(=O)CSC3=O)cc2[N+](=O)[O-])CC1,0%,-17%,1%,i,0.3%,-5.6,0%,-5%,-17%
Cn1ccsc1=NC(=O)c1ccc(=O)[nH]c1,1%,1%,1%,i,0.2%,-0.9,12%,?,1%
COc1cccc(C2=CC(=O)CCC2)c1,7%,5%,·,i,-1.7%,1.6,1%,-6%,-2%
CCOC(=O)N1CCC(NC(=O)CS(=O)Cc2nc(-c3ccccc3C)oc2C)CC1 (stereo not given),-29%,-8%,3%,i,0.1%,-1.5,8%,?,0%
O=C(Nc1ccccc1N1CCOCC1)C1CCCCN1S(=O)(=O)c1ccccc1 (stereo not given),-27%,-25%,-1%,i,0.4%,-4.6,18%,12%,-5%
O=C(Nc1scc(-c2ccccc2)c1C(=O)O)c1ccco1,-3%,-4%,-3%,i,0.4%,-0.9,-51%[inhibitor],11%,-1%
CCN(CC(=O)Nc1c(F)cccc1F)C(=O)c1n[nH]c2ccccc12,8%,3%,0%,i,-0.1%,-1.8,3%,12%,-1%
Cc1ccc(/C=N/NC(=O)c2ccc(-c3ccccc3)cc2)o1,11%,1%,-1%,i,-0.3%,-4.7,-18%,-1%,0%
c1ccc(CSc2nnc(-c3sccc3-n3cccc3)o2)cc1,-28%,-19%,-10%,i,?,-0.2,?,-22%,2%
Cc1nn(C)cc1CN1CCCC(C(=O)c2ccc(-c3ccccc3)cc2)C1 (stereo not given),-8%,-46%,-7%,i,5.2%,-0.8,-8%,?,-19%
O=c1[nH]c(-c2ccccc2)c(-c2ccccc2)[nH]1,-1%,-23%,-4%,i,7.7%,0.5,18%,-20%,0%
CS(=O)(=O)N1CCc2cc(C(=O)Nc3ccc(S(N)(=O)=O)cc3)ccc21,22%,-1%,·,·,-0.8%,·,1%,13%,4%
COc1ccc(C)cc1NC(=O)NNC(=O)c1cc2ccccc2cc1O,?,-36%,1%,i,-0.1%,-2.2,15%,?,-9%
N#Cc1nc(COc2ccccc2)oc1N1CCN(c2cccc(Cl)c2)CC1,-15%,4%,-1%,i,0.6%,0.6,6%,?,-1%
CCCc1nc2ccccc2c(=O)n1CC(=O)c1ccccc1,5%,-2%,-2%,i,0.0%,5.7,-5%,7%,-1%
CC[C@@]1(c2ccccc2C)C(=O)N(C(=O)OC)N1C(=O)OC,?,-11%,0%,i,-0.2%,1.3,1%,1%,0%
O=C(NCc1ccco1)c1scc2c1OCCO2,4%,-5%,-2%,i,8.8%,-2.4,-3%,-11%,-6%
O=C(CNC(=O)c1ccc(Cl)cc1)OCc1cc(=O)n2ccsc2n1,-8%,-4%,·,·,0.3%,·,-8%,?,4%
CCOC(=O)C1C(=O)C=C(c2ccccc2)CC1c1ccccc1 (stereo not given),3%,-16%,·,i,8.3%,-1.2,-15%,?,-14%
CCN(CC)c1nc(C)c(C(C)=O)cc1C#N,-7%,0%,-2%,i,0.0%,1.2,-17%,·,2%
Cc1ccc(S(=O)(=O)N2C[C@H]3C(=O)C[C@@H]4C(=O)N(c5ccccc5)C(=O)[C@@H]4[C@@H]3C[C@@H]2c2ccccc2)cc1,16%,-2%,·,i,-0.1%,0.4,-9%,·,·
CCCN(CC(=O)Nc1ccc(F)c(F)c1F)C(=O)c1cc(S(=O)(=O)N(C)C)ccc1N1CCCC1,-3%,-23%,·,i,0.0%,1.1,-6%,-11%,2%

# Sorted by length of the SMILES (smallest number first): part of the list above.
SMILES,TGFb inhibitor,HepG2 viability,Mm-Cpn inhibitor,pAkt inh,Nrf2 ARE act,CCT chaperon mod,Abeta rescue,Nrf2 block,A549 viability
COc1cccc(C2=CC(=O)CCC2)c1,7%,5%,·,i,-1.7%,1.6,1%,-6%,-2%
c1ccc(CSc2nnc(-c3sccc3-n3cccc3)o2)cc1,-28%,-19%,-10%,i,?,-0.2,?,-22%,2%
Cc1ccc(/C=N/NC(=O)c2ccc(-c3ccccc3)cc2)o1,11%,1%,-1%,i,-0.3%,-4.7,-18%,-1%,0%
Cc1nn(C)cc1CN1CCCC(C(=O)c2ccc(-c3ccccc3)cc2)C1 (stereo not given),-8%,-46%,-7%,i,5.2%,-0.8,-8%,?,-19%
CCCN(CC(=O)Nc1ccc(F)c(F)c1F)C(=O)c1cc(S(=O)(=O)N(C)C)ccc1N1CCCC1,-3%,-23%,·,i,0.0%,1.1,-6%,-11%,2%

# Other records:
SMILES,TGFb inhibitor,HepG2 viability,Mm-Cpn inhibitor,pAkt inh,Nrf2 ARE act,CCT chaperon mod,Abeta rescue,Nrf2 block,A549 viability
CC[C@@]12C(=O)N(c3ccccc3)C(=O)N1[C@H](c1ccc(Br)cc1)[C@@H]1C(=O)N(C(C)(C)C)C(=O)[C@@H]12,2%,4%,0%,i,2.7%,0.0,5%,?,-14%
CCC1(C)Cc2c(sc3c2c(=O)n(-c2ccccc2)c(=O)n3C)CO1 (stereo not given),-1%,15%,1%,i,-0.5%,1.3,-3%,-1%,-3%
O=C(Nc1ccc(-c2csc(Nc3cccc(C(F)(F)F)c3)n2)cc1)c1cccc(C(F)(F)F)c1,?,-91%,-2%,i,-4.9%,-2.0,4%,?,?
CCN(CC)S(=O)(=O)c1ccc(OC)c(NC(=O)c2cccc([N+](=O)[O-])c2C)c1,-4%,-49%,·,i,0.1%,-0.6,17%,10%,-1%
O=C(CN1CCN(C(=O)C2CCN(C(=O)/C=C/c3ccccc3)CC2)CC1)Nc1ccccc1Cl,?,-19%,4%,i,0.0%,-0.5,?,?,-18%
CCNS(=O)(=O)c1ccc(OCCNS(C)(=O)=O)cc1,-5%,7%,2%,i,-0.3%,-2.2,-8%,-10%,-15%
COCc1c(C(=O)N/N=C(/C)c2ccccc2)nnn1-c1nonc1N,2%,-6%,-2%,i,-0.9%,-3.9,9%,11%,11%
CCCc1cc(=O)[nH]c(Nc2cc(OC)ccc2OC)n1,-18%,-20%,-7%,i,0.1%,-0.8,1%,7%,2%
CC(C)c1nc(SCC(=O)c2ccccc2)c2c(=O)n(C)c(=O)n(C)c2n1,0%,4%,0%,i,-1.1%,-0.8,-2%,5%,?
Cc1cccc(N2C(=O)C(Cc3ccccc3)NC2=S)c1 (stereo not given),-2%,5%,0%,i,-0.3%,0.7,-2%,11%,-1%
Cn1cnnc1SC(C(=O)Nc1cc(Cl)cc(Cl)c1)c1ccccc1 (stereo not given),1%,-5%,-2%,i,0.0%,-0.7,5%,-23%,-6%
COc1cccc(CNC(=O)CCC2CCCN(C(=O)CCc3c(C)noc3C)C2)c1 (stereo not given),1%,-3%,-1%,i,0.4%,1.8,6%,11%,6%
Cc1cn(-c2cccnc2)c(C)c1CNC[C@H]1O[C@@H](n2cnc3c(N)ncnc32)[C@H](O)[C@@H]1O,11%,9%,0%,i,-0.5%,-2.6,-1%,8%,-3%
COc1ccc(C(CNC(=O)c2ccc(C)c(S(=O)(=O)Nc3ccccc3OC)c2)N2CCCC2)cc1 (stereo not given),-13%,-20%,-2%,i,4.2%,0.5,-9%,12%,-1%
O=C(NC1CCN(Cc2ccccc2)CC1)c1ccc(Cn2c(=O)c3ccccc3n(Cc3ccc(Cl)cc3)c2=O)cc1,12%,4%,·,·,-1.0%,·,-5%,2%,-2%
CC(=O)N1N=C(c2ccccc2)OC1c1cccnc1 (stereo not given),3%,2%,-1%,i,3.8%,-0.8,7%,1%,0%
Cc1nnc(Sc2nc3c(c(=O)n(C)c(=O)n3C)n2Cc2ccc(Cl)cc2)s1,-3%,-2%,-1%,i,0.1%,-1.7,2%,-3%,-4%
COc1ccc(C2(O)CN(c3ccc(C)cc3)C3=[N+]2CCCC3)cc1 (stereo not given),-2%,-11%,-2%,i,0.1%,-0.3,3%,0%,4%
CN(C)S(=O)(=O)c1cccc(NC(=O)Cn2cnc3ccccc3c2=O)c1,2%,4%,-2%,i,0.0%,-0.8,-4%,-19%,12%
CCOC(=O)c1sc2nc(NC(=O)C3CC3)sc2c1C,-6%,-11%,1%,i,5.2%,-0.4,-8%,13%,1%
O=[N+]([O-])c1ccccc1S(=O)(=O)c1ccccc1,-6%,-16%,0%,i,22%,1.8,-13%,?,-6%
O=c1ccc(/C=C/c2ccccc2)nn1Cc1ccc(Cl)cc1Cl,0%,-30%,-10%,i,-0.5%,0.8,19%,·,0%
Cc1cc(NC(=O)c2c(Br)cnn2C)no1,0%,-2%,-3%,i,-0.2%,0.5,-1%,-1%,-1%
O=C(COc1ccc(Br)cc1Br)Nc1ccc(S(=O)(=O)Nc2ncccn2)cc1,-7%,-2%,·,·,-2.7%,·,-10%,·,-1%
